# Screening results from PubChem.
# Rat MKP-3 inhibitors: MKP-3 phosphatase inhibitors, primary screen, biochemical, rat enzyme, in vitro (AID 425); recombinant MKP-3 phosphatase activity, fluorescence; higher % means a stronger effect; inhibition, % at 20 µM; hits with a dose series show IC50 in µM; 110,000 compounds, 0.17% hits; in the data active = inhibition above about 50%;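 note: plate controls were vehicle for no effect and reference inhibitor for full effect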
# Hsp70 displacement: small molecules displacing fluorescent ligand from Hsp70 – biochemical, fluorescence polarization, primary screen (AID 583); Hsp70 fluorescence polarization probe displacement, mP; higher % means a stronger effect; one-dose displacement, % at 20 µM; IC50 in µM for titrated hits; 140,000 compounds, 0.06% hits; in the data active = displacement above about 50%;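 note: plate controls were vehicle for no effect and reference ligand for full effect; a part of the inactive calls stands beside numbers as strong as those of hits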
# The depositor's hits bear a star; / = no result given; & = joins results of further samples.
# Sample of the layout:
Rat MKP-3 inhibitors	Hsp70 displacement	Molecule
-2%	2.4%	c1ccc(CCNc2ccnc3cc4ccccc4cc23)cc1
0%	2.2%	COc1ccc(-c2cc3cc(OC)c(OC)cc3c(-c3ccccc3Cl)n2)cc1OC
3%	-2.4%	Cc1ccc(-n2nc3cc(C)c(NC(=O)c4cccc(Br)c4)cc3n2)cc1
3%	-1.6%&0.1%	CCCCNCCCOc1cc(Cl)ccc1Cl
0%	7.3%	CC(C)(C)c1ccc(OCCOc2ccc(C=C3C(=O)NC(=O)NC3=O)cc2)cc1
-6%	4.8%	O=C(Nc1ccc(C2CCCCC2)cc1)C1CCN(c2ncccn2)CC1
-1%	-2.4%	CC(C)(C)NC(=O)CN(Cc1ccccc1)S(=O)(=O)c1ccc(Br)cc1
-1%	4.5%	Cc1cc(-c2nc3c4c5c(sc4[nH]c(=O)n3n2)CCC5)c(C)o1
-2%	-2.4%	O=c1[nH]c2ccccc2nc1NCCN1CCOCC1
4%	-4.9%	C=CCn1c(SCC(=O)N2CC(=O)Nc3ccccc32)nc2scc(-c3cccs3)c2c1=O
1%	8.6%	O=C(CSCc1ccc(Cl)cc1Cl)Nc1ccc(O)cc1C(=O)O
1%	-4.7%	COc1ccc(C2C(C(=O)OC3CCCCCC3)=C(C)NC3=C2C(=O)CC(C)(C)C3)c(OC)c1OC (centres undefined)
2%	-0.4%	CC(=O)CC(C)(C)Nc1ccccc1
2%	-1.2%	Cc1cc(=O)oc2c1c(C)nn2-c1cc(Cl)ccc1Cl
-4%	2.1%	COc1ccc(C2C(C#N)=C(N)Oc3n[nH]c(C)c32)cc1Cn1nnc2ccccc21 (centres undefined)

# All compounds of this part (from the top)
Rat MKP-3 inhibitors	Hsp70 displacement	Molecule
-2%	2.4%	c1ccc(CCNc2ccnc3cc4ccccc4cc23)cc1
0%	2.2%	COc1ccc(-c2cc3cc(OC)c(OC)cc3c(-c3ccccc3Cl)n2)cc1OC
3%	-2.4%	Cc1ccc(-n2nc3cc(C)c(NC(=O)c4cccc(Br)c4)cc3n2)cc1
3%	-1.6%&0.1%	CCCCNCCCOc1cc(Cl)ccc1Cl
0%	7.3%	CC(C)(C)c1ccc(OCCOc2ccc(C=C3C(=O)NC(=O)NC3=O)cc2)cc1
-6%	4.8%	O=C(Nc1ccc(C2CCCCC2)cc1)C1CCN(c2ncccn2)CC1
-1%	-2.4%	CC(C)(C)NC(=O)CN(Cc1ccccc1)S(=O)(=O)c1ccc(Br)cc1
-1%	4.5%	Cc1cc(-c2nc3c4c5c(sc4[nH]c(=O)n3n2)CCC5)c(C)o1
-2%	-2.4%	O=c1[nH]c2ccccc2nc1NCCN1CCOCC1
4%	-4.9%	C=CCn1c(SCC(=O)N2CC(=O)Nc3ccccc32)nc2scc(-c3cccs3)c2c1=O
1%	8.6%	O=C(CSCc1ccc(Cl)cc1Cl)Nc1ccc(O)cc1C(=O)O
1%	-4.7%	COc1ccc(C2C(C(=O)OC3CCCCCC3)=C(C)NC3=C2C(=O)CC(C)(C)C3)c(OC)c1OC (centres undefined)
2%	-0.4%	CC(=O)CC(C)(C)Nc1ccccc1
2%	-1.2%	Cc1cc(=O)oc2c1c(C)nn2-c1cc(Cl)ccc1Cl
-4%	2.1%	COc1ccc(C2C(C#N)=C(N)Oc3n[nH]c(C)c32)cc1Cn1nnc2ccccc21 (centres undefined)
0%	-0.9%	Cc1ccc(Nc2nc(-c3ccc(-c4ccccc4)cc3)cs2)cc1
3%	-2.1%	Cc1sc2ncnc(Nc3ccncc3)c2c1C
2%	-3.3%	COC(=O)c1ccccc1NC(=O)c1ccc(C)cc1
-3%	5.9%	COCc1nnc(NC(=O)c2ccc(NC(=O)C(C)C)cc2)s1
-1%	3.7%	O=C(Nc1cccnc1)c1cc(S(=O)(=O)N2CCOCC2)ccc1Cl
1%	-3.4%	Cc1ccc2c(CSc3nc4ccccc4c(=O)n3CCCO)cc(=O)oc2c1
-1%	4.7%	O=C1CC(NC2CCCCC2)C(=O)N1c1ccccc1 (centres undefined)
6%	1.3%	O=[N+]([O-])c1ccc(N2CCOCC2)cc1N1CCCC1
1%	1.3%	Cc1ccc(C(=O)Nc2nc(C34CC5CC(CC(C5)C3)C4)c(C)s2)cc1
-4%	-12%	CCOc1ccc(-c2nn3c(-c4ccc(OC)cc4)nnc3s2)cc1
-6%	0.6%	O=C(CN1C(=O)c2ccccc2C1=O)OCN1C(=O)c2ccccc2C1=O
-9%	-7.0%	NC(=O)C(F)(F)C12OC3C4C5CC(C6C5C3C61)C42 (centres undefined)
105%*	26%	O=C1NC(=O)/C(=C/c2ccc(-c3ccc(O)c(C(=O)O)c3)o2)S1
10%	2.3%	O=C1CC(c2ccc(F)cc2)C2=C(CCCC2=O)N1 (centres undefined)
0%	-12%	COc1ccc([N+](=O)[O-])cc1-c1ccc(/C=c2/sc3nc4cc(C)c(C)cc4n3c2=O)o1
-8%	5.0%	CSc1ccccc1NC(=O)Cn1c(-c2cscn2)nc2ccccc21
-10%	-6.6%	CCCOc1ccc(NC(=O)c2c(-c3ccccc3)noc2C)cc1
-2%	-6.7%	CN1CC(=O)N(CCOc2ccccc2)C1=O
-16%	0.8%	CC(=O)Nc1cccc(N2C(=O)CC(Cc3ccccc3)C2=O)c1 (centres undefined)
-1%	0.8%	COc1ccc(S(=O)(=O)N2CC(O)CC2C(=O)OCC(=O)Nc2ccc(Cl)cn2)cc1 (centres undefined)
-11%	1.8%	C#CCSc1nc(-c2cccs2)ccc1C#N
-2%	2.3%	c1ccc2c(c1)oc1c(NCCN3CCOCC3)ncnc12
-5%	-2.7%	Cc1ccc2cc(CN(CCCN(C)C)C(=O)NCc3ccccc3)c(=O)[nH]c2c1C
-12%	6.5%	Cc1ccc2c(c1)CCCN2C(=O)c1c(C)noc1C
-9%	0.2%	O=C(O)C1C2C=CC(C2)C1C(=O)Nc1ccc(C(=O)N2CCCCC2)cc1 (centres undefined)
/	-2.4%	C=CCOc1c(CNc2ncn[nH]2)cccc1OCC
6%	2.5%	Cc1nc2sc(C(c3ccc(Cl)cc3)N3CC(C)OC(C)C3)c(O)n2n1 (centres undefined)
2%	/	O=C(c1cccs1)N1CCN(S(=O)(=O)Cc2ccccc2)CC1
/	6.8%	COc1ccc(NC(=O)C(C)N(c2ccc(C)cc2)S(C)(=O)=O)cc1 (centres undefined)
-1%	1.6%	CCCCn1c(SCC(=O)N2CCCCC2)nc2cc(S(N)(=O)=O)ccc21
-8%	4.5%	CCCCn1c(=O)n(Cc2cccc(F)c2)c(=O)c2c1ncn2Cc1ccco1
2%&1%	-0.4%&6.4%	CC1=C(C(=O)OC2CCCCC2)C(c2ccco2)C2=C(CC(C)(C)CC2=O)N1 (centres undefined)
/	0.7%	COc1ccc(NC(=O)/C(Cl)=C(/Cl)S(=O)Cc2ccccc2)cn1 (centres undefined)
11%	-2.3%	COc1cccc(C(=O)c2cc3ccc(O)cc3oc2=O)c1
6%	1.1%	Cc1cc(C)cc(C(=O)N2CCC(C(N)=O)CC2)c1
/	7.7%	COc1ccc(CNc2nc(NCc3ccc(OC)cc3)n(C(C)=O)n2)cc1
-15%&-4%	99%&4.1%	CC(=O)Nc1cc(C(N)=O)c(Cl)cc1Cl
4%	3.2%	Cc1ccc(N=C(Nc2ccc(C)cc2)c2ccccc2)cc1
-4%	3.1%	COc1ccc(CN2CCN(S(C)(=O)=O)CC2)cc1OCc1ccccc1
-4%	0.2%	CC(=O)Nc1ccc(-c2ccccc2)s1
-3%	0.0%	O=C1C2ON(c3ccccc3)C(c3ccncc3)C2C(=O)N1c1ccccc1 (centres undefined)
-5%	1.7%	COc1cccc(-n2cc(C(=O)O)c3ccccc3c2=O)c1
-8%	2.0%	COCCn1c(SCC(=O)c2ccc3c(c2)OCCO3)nnc1C(C)C
4%	1.7%	CCOc1cc(/C=C2/SC(=S)N(CC(=O)O)C2=O)ccc1OCc1ccc(Cl)cc1
-3%	2.5%	Cc1ccc(Cl)cc1NC(=O)C1CCCN(S(=O)(=O)c2c(C)noc2C)C1 (centres undefined)

# Further results follow:
Rat MKP-3 inhibitors	Hsp70 displacement	Molecule
-10%	0.1%	Cc1c(C(=O)Nn2cnnc2)oc2ccccc12
/	-7.6%	CC(=O)Nc1ccc(S(=O)(=O)Nc2c(C)nn(-c3ccccc3)c2C)cc1
4%	/	COc1ccc2oc(=O)c(NC(=O)C3CCCCC3)cc2c1
-8%	-0.1%	C=CCNC(=O)CSc1nc2sc(C)c(C)c2c(=O)[nH]1
-1%	-0.2%	Cc1cc2c(cc1C)-c1nc3ccccc3c(=O)n1C(C)(C)C2
-7%	4.0%	COCCNC(=O)C(OC(=O)c1ccco1)c1ccccc1OC (centres undefined)
2%	-4.4%	CCc1nnc(NC(=O)c2ccc(S(=O)(=O)N3CCCCCC3)cc2)s1
26%	-2.9%	CC(=O)CCc1c(C)c2cccc(C)c2[nH]c1=S
/	-0.8%	CC(=O)Cc1nsc(Nc2ccccc2)n1
-2%	3.8%	CCOc1ccccc1-c1nc(C(N)=O)c2[nH]c(=O)n(-c3ccccc3)c2n1
2%	-0.3%	Cc1c(-c2nc(-c3ccncc3)no2)cccc1[N+](=O)[O-]
3%	-2.5%	CC(Oc1ccc(Cl)cc1Cl)C(=O)N1CCN(c2ccccc2)CC1 (centres undefined)
-7%	-6.1%	Fc1ccc(-c2cc(C(F)(F)F)nc(N3CCCCC3)n2)cc1
/	-3.9%	Cc1cccc(N2C(=O)CSC2c2cccnc2)c1 (centres undefined)
2%	-1.9%	CC(=O)Nc1ccc(C(=O)OCC(=O)NC(=O)NC2CCCCC2)cc1
2%	-71%	COC(=O)C1CCN(c2nc3ccccc3nc2C(C#N)C(=O)NCCc2ccccc2)CC1 (centres undefined)
/	-1.4%	CCOC(=O)c1cn2nc(-c3ccc(OC)cc3)cc2nc1C1CCN(C(=O)OC(C)(C)C)CC1
4%	3.2%	O=C(Nc1ccccc1C(=O)O)c1ccc(Cl)c(Cl)c1
4%	9.9%	Cc1cccn2c(=O)c3cc(C(=O)N4CCc5ccccc54)n(C)c3nc12
-8%	2.7%	CCOC(=O)C1CCN(C(=O)CCCN2C(=O)c3ccccc3C2=O)CC1
-1%	6.3%	O=c1c2c3c(sc2n2c(=S)[nH]nc2n1-c1ccccc1)CCCC3
-1%	-1.9%	CC1=C(C)CS(=O)N(S(=O)(=O)c2ccc(Cl)cc2)C1 (centres undefined)
-1%	/	O=C(NCCN1CCOCC1)C1CCN(Cc2ccccc2O)CC1
-5%	2.2%	c1coc(-c2nnc3n2C2(CCCC2)Cc2ccccc2-3)c1
/	-0.1%	N#Cc1nc(Cc2cccc3ccccc23)oc1N1CCN(c2ccccc2)CC1
1%	-1.0%	COc1ccccc1CNC(=O)c1ccoc1C
/	-21%	COc1ccc(C(=O)COC(=O)[C@H](C)Nc2ccc(C(F)(F)F)cc2[N+](=O)[O-])cc1
4%	8.2%	COc1cccc(Cn2c(-c3nonc3N)nc3ccccc32)c1
-7%	/	CCOC(=O)Nc1ccc2c(c1)N(C(=O)CCN1CCN3CCCC3C1)c1ccccc1CC2 (centres undefined)
0%	7.6%	CCS(=O)(=O)N1CCCC(C(=O)NC2CCC(C)CC2)C1 (centres undefined)
1%	-0.5%	O=C1C2C3C=CC(C2C(=O)N1c1ccccc1F)C1C(=O)N(c2ccccc2F)C(=O)C31 (centres undefined)
-16%	3.7%	Cc1noc(C)c1C(=O)Nc1c(F)cc(F)cc1Br
-1%	2.5%	O=C(NC(=S)Nc1cc([N+](=O)[O-])cc(Cl)c1O)c1ccc(F)cc1
9%	-3.5%	O=C1Nc2ccccc2/C1=C\c1c(Cl)cccc1Cl
-7%	-1.5%	C=CCc1ccccc1OCC(O)CN1CCN(c2ccccc2OC)CC1 (centres undefined)
2%	-8.2%	Cc1cc(OCC(=O)Nc2cccc(F)c2)ccc1Cl
6%	6.2%	COc1ccc(OC)c(C2C(C(=O)O)c3ccccc3C(=O)N2C)c1 (centres undefined)
6%	-2.1%	O=C1NC(=O)N(c2ccccc2)C(=O)/C1=C/c1ccc(-c2ccccc2C(=O)O)o1
/	4.1%	CCCCNC(=O)CN(c1cccc(Br)c1)S(C)(=O)=O
3%	3.4%	c1ccc2c(c1)nnn2Cc1nnc2sc(-c3ccncc3)nn12
2%	4.2%	COC(=O)c1ccc(C)c(NC(=O)CN(c2ccc3c(c2)OCO3)S(C)(=O)=O)c1
-1%	-1.7%	COc1ccc(OC)c(N(CC(=O)Nc2ccc(Cl)cc2)S(C)(=O)=O)c1
1%	6.0%	O=C(Cn1cnc([N+](=O)[O-])n1)N1CCN(Cc2ccccc2)CC1
2%	0.3%	Cc1ccc(N2C(=O)C(Cl)=C(Nc3ccc(F)cc3)C2=O)c(C)c1
-2%	3.7%	CC(=O)Nc1ccc(S(=O)(=O)N/N=C/c2ccco2)cc1
-1%	0.3%	COc1ccc(CSc2nc(N3CCOCC3)c3c(c2C#N)CC(C)(C)OC3)cc1
/	-2.5%	N#CC(c1ccc(Cl)nn1)c1ccccc1Cl (centres undefined)
-2%	-1.6%	COC(=O)c1cc(C(=O)Nc2ccc(Br)c(C)c2)cc([N+](=O)[O-])c1
4%	-4.0%	Cc1ccc(C(=O)NNC(=O)c2cc3ccccc3cc2O)cc1
6%	-1.3%	COc1ccc(/C=C2\C(=O)NC(=S)N(c3cccc(Br)c3)C2=O)cc1
/	-0.4%	CC(C)c1nc(SCC(=O)Nc2ccc(N3CCOCC3)cc2)c2ccccc2n1
-4%	4.7%	O=C(NCc1ccco1)C(c1cccs1)N(C(=O)Cc1cccs1)c1ccccc1 (centres undefined)
/	-0.7%	CCCC(=O)Nc1ccc(C(=O)Nc2nnc(COCC)s2)cc1
1%	3.1%	C=CCN1C(=O)CS/C1=N\S(=O)(=O)c1ccc([N+](=O)[O-])cc1
1%	1.3%	Cc1cccc(-c2cc3nc4c(c(N5CCC6(CC5)OCCO6)n3n2)CCCC4)c1
0%	/	CCOC(=O)C1CCCN(S(=O)(=O)c2cn(C)c(=O)n(C)c2=O)C1 (centres undefined)

# The list is partial (hit frequency here may not be typical).
